CHO parental Ca: signal in parental CHO cells, OX1R antagonist counter-screen; parental CHO-K1, ATP-induced calcium, Fluo-8 fluorescence; inhibition, % at 5.6 µM; 0.63% of 330,000 active;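 active = inhibition above that plate's mean sample inhibition plus 3 SD, cut at about 26% in these data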;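 note: 0% = ATP-challenged DMSO wells and 100% = DMSO wells without ATP; some compounds past the cut are filed as inactive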
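Test system: parental CHO cells; detection: calcium-sensitive Fluo-8 fluorescence; evaluation: percent inhibition of calcium signal; also added: ATP as calcium-mobilizing challenge; repeats: one well per compound; control set: ATP-challenged DMSO wells low, unchallenged DMSO wells high; compound: single nominal dose of 5.6 µM per compound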
M1 antag: human CHRM1 antagonism. inhibition, % at 3 µM. AID 588852. CHO-K1 hM1, Fluo-8 calcium fluorescence, ACh EC80 antagonist. P11229. 1.3% of 360,000 active;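 active = percent inhibition above its own plate's cutoff, namely the mean of that plate's compound wells plus 3 SD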;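 note: peak over basal fluorescence ratio during 140 s after agonist addition; 0% = ACh EC80 plus DMSO and 100% = DMSO alone without agonist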
Target sequence (P11229 whole entry, looked up): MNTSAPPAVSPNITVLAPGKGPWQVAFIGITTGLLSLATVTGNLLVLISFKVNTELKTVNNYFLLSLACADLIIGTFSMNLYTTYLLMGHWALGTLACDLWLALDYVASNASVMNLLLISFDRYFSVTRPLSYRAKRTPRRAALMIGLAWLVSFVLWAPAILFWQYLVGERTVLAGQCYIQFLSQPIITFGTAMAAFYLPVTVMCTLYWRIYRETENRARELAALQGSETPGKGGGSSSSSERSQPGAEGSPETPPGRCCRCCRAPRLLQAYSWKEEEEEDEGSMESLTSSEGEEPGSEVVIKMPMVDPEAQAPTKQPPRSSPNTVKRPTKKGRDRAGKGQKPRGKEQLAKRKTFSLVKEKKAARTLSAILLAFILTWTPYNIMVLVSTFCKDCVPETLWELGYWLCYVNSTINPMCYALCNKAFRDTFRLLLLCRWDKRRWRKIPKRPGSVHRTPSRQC
CHRM1 PAM: potentiates human M1 receptor response to acetylcholine | CHO-K1 hM1, Fluo-8 calcium fluorescence, ACh EC20; 0% = ACh EC20, 100% = maximal ACh | P11229 | activation, % at 3 µM | 0.088% of 360,000 active | AID 588819; in the data active = activation above about 19%, passing the limit was not always enough
OXTR potentiator: potentiators of human oxytocin receptor. P30559. 0.061% of 320,000 active. AID 2445. activation, % at 3 µM. CHO-OTR cells, Fluo-8 calcium fluorescence, potentiator mode; 0% = oxytocin EC15, 100% = EC100;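 active = activation above that plate's cutoff, the mean activation of tested compounds plus 3 SD, cut at about 6.6% in these data, passing the limit was not always enough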;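 note: 100% uses oxytocin at 75 nM as the full agonist control; some results filed as inactive read as strong as hits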
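Assay system: CHO-OTR cells, human receptor / Also added: oxytocin at about EC15, sub-maximal agonist stimulus / Dosing: single dose, 3.0 µM nominal final compound concentration / Incubation: 6 min pre-incubation, 100 s read / Technique: Fluo-8 calcium dye fluorescence / Read-out: % activation vs EC15 and EC100 oxytocin / Benchmarks: EC15 oxytocin low, 75 nM oxytocin high / Replicates: singlicate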
M1 ag parental: nonselective activator or artifact in parental CHO-K1 cells; AID 602248; activation, % at 3 µM; Fluo-8 calcium fluorescence; scaled to maximal ATP response, vehicle zero; 0.48% of 360,000 active; in the data active = activation above about 15%;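 note: untransfected CHO-K1 host cells lacking M1 receptor as counterscreen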
CHRM4 antagonist: antagonists of human muscarinic M4 receptor (CHRM4); P08173; CHO-hM4 cells, ACh EC80, Fluo-8 calcium fluorescence; inhibition, % at 3 µM; 0.73% of 360,000 active;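 active = inhibition above its plate's cutoff, the mean inhibition of sample wells plus 3 SD, cut at about 27% in these data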;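 note: 0% = acetylcholine EC80 with DMSO and 100% = DMSO without agonist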
Target sequence (P08173 whole entry, looked up): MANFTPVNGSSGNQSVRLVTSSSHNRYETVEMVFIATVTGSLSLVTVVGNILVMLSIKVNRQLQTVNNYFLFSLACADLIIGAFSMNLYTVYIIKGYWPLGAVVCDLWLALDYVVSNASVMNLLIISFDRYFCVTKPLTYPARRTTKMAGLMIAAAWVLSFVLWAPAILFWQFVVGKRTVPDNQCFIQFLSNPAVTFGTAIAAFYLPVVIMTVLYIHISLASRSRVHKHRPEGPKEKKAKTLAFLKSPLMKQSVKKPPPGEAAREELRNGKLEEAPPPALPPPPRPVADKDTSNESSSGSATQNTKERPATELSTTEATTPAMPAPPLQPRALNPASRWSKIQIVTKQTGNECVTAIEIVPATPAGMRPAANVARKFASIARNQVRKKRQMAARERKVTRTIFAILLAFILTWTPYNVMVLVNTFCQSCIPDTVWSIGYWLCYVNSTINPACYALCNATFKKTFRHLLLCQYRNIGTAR
M4 ag: agonists of human muscarinic M4 receptor (CHRM4) | AID 624127 | activation, % at 3 µM | 0.14% of 360,000 active | CHO-K1 hM4/Gqi5, Fluo-8 calcium fluorescence; vehicle 0%, full acetylcholine response 100% | P08173;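 active = activation above the run mean over all test wells plus 3 SD, cut at about 32% in these data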;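 note: peak over basal fluorescence ratio per well then scaled between controls; 0% = DMSO wells and 100% = acetylcholine at EC100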
CHRM1 agonist: human M1 muscarinic receptor agonism. AID 588814. 0.33% of 360,000 active. P11229. activation, % at 3 µM. CHO-K1 hM1, Fluo-8 calcium fluorescence, agonist mode; 0% DMSO, 100% acetylcholine EC100;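 active = activation above the run's mean compound activation plus 3 SD, cut at about 16% in these data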;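 note: peak over basal fluorescence ratio within a 140 s kinetic read after compound addition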
CHO-K1 Ca antag: nonselective inhibitor or artifact in parental CHO-K1 cells | ATP-induced calcium, Fluo-8 fluorescence | inhibition, % at 3 µM | 0.6% of 360,000 active | AID 602250;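 active = inhibition above a per-plate cutoff, the plate's mean sample inhibition plus 3 SD, cut at about 24% in these data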;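 note: 0% = DMSO plus EC80 ATP and 100% = DMSO alone without ATP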
Starred values were filed as active, the others as inactive; . = not tested or not shown. Only part of the results is shown (hit frequency here may not be typical).

Each structure is followed by: M1 ag parental	OXTR potentiator	M4 ag	CHO parental Ca	CHRM1 agonist	CHO-K1 Ca antag	M1 antag	CHRM1 PAM	CHRM4 antagonist
> CC1(O)CCC2C3CCC4=CC(=O)CCC4(C)C34OC4CC21C (configuration not stated)
    1.2	.	3	.	-1	-1	-3	-1	3
> O=c1[nH]c(=O)n(-c2ccc(Br)cc2)c(O)c1C=NCCN1CCCCC1
    0.4	-5	0	-10	-3	-10	1	3	-5
> COc1cccc(C2(O)CCSCC2CN(C)C)c1 (configuration not stated)
    1.4	-7	1	-3	-4	-10	-4	12	18
> NC(=O)OCCCc1ccccc1
    0.3	-6	0	-3	1	-1	-19	4	-10
> CC[N+](CC)(CC#CCO)CC#Cc1ccccc1
    0.3	-7	0	1	-15	-11	4	-14	-5
> CN(Cc1ccccc1)C1CCCN(C(=O)COc2ccccc2Cl)C1 (configuration not stated)
    0.7	-9	2	-25	-6	-8	8	-6	3
> Cc1nc2cc(-c3ccccc3)nn2c(C)c1CCC(=O)N1CCC2(CC1)OCCO2
    0.4	-1	0	-19	-1	24*	3	2	-1
> COC(=O)C1=C(c2cccc3c2S(=O)(=O)c2ccccc2-3)C[C@@H]2CC[C@H]1N2C(=O)N1CCc2cc(OC)c(OC)cc2C1
    4.5	-8	20	-19	-5	-12	16	-6	11
> CCOC(=O)C(O)(c1ccc(NC(=O)NC2CCCCC2)cc1)C(F)(F)F (configuration not stated)
    1.9	-6	2	-8	-7	-12	11	-5	2
> C[C@]12CC[C@H]3[C@@H](CC[C@]4(O)C[C@@H](O)CC[C@]34C=O)[C@@]1(O)CC[C@@H]2C1=CC(=O)OC1
    0.2	-5	0	-4	-1	5	-21	4	-6
> O=C(O)C1C(C(=O)O)C2(Cl)C(Cl)=C(Cl)C1(Cl)C2(Cl)Cl (configuration not stated)
    1.2	-1	1	-8	-2	-20	-10	8	-6
> COc1cc(N2CCOCC2)ccc1/C=C1\C(=O)NC(=O)N(Cc2cccs2)C1=O
    2.3	-12	2	3	-1	-9	11	-2	9
> CC1COC2N=C(N[N+](=O)[O-])NC2O1 (configuration not stated)
    0.6	-2	0	5	-4	-8	-11	8	3
> Cc1nc2ccc(Cl)cn2c1P(=S)(N1CCOCC1)N1CCOCC1
    0.0	-9	1	-31	-3	-12	0	2	3
> N#Cc1c(/N=C/c2ccc(O)cc2O)sc2c1C1CCN2CC1
    1.0	-2	1	3	-6	-9	-7	6	-4
> Cc1cccc(NC(=O)N2CCCC2)c1
    0.0	-4	0	6	-7	-4	-9	9	1
> Cc1noc(C)c1CSCC(=O)Nc1ccc(C#N)c(Cl)c1
    14	-11	14	-6	1	-16	4	-9	-19
> COc1cccc(CN2CCN(C(=O)COc3ccc4ccccc4c3)CC2)c1
    1.9	-17	7	-25	-1	-6	-25	2	3
> N#CC[N+]1(CCCNP2(=O)C=C(c3ccccc3)OC(c3ccccc3)=C2)CCOCC1
    -0.7	-13	3	-19	-5	-1	-7	7	-7
> CC1CC2(C)C(CCC3C2CCC2(C)C(OP(=O)(N4CC4)N4CC4)CCC32)CC1=O (configuration not stated)
    0.8	.	1	.	-7	-1	102*	4	-11
> CC(C)OP(=O)(OC(C)C)C(O)c1cccnc1 (configuration not stated)
    0.4	-6	0	-5	-7	-8	-3	10	-4
> O=[N+]([O-])c1cc(F)c(N2CCCC2)cc1Br
    7.7	-30	9	33	-10	18	19	-12	7
> Cc1cccc(-n2c(O)c(/C=C3/C(c4ccccc4)=Nc4ccccc43)c(=O)[nH]c2=O)c1
    1.7	-6	5	0	-4	-3	0	2	4
> C=CCN1C(=O)NC(=O)/C(=C/C=C/c2ccccc2)C1=O
    0.9	.	2	.	-2	1	-10	7	-6
> CCOC(=O)[C@]12Cc3cc(OC)ccc3[C@H]1N(C)C(=O)c1cc(OC)ccc12
    1.6	.	1	.	.	-10	.	.	4
> CC(C)c1oc(=O)cc2c1[C@@H](O)[C@H]1OC(=O)[C@@]3(C)CC[C@@H](O)[C@@]2(C)C13 (some centres not stated)
    1.2	-6	1	-16	-1	-10	-15	13	-12
> C[C@]12CC[C@@H](O)C[C@@H]1CC[C@@H]1[C@@H]2CC[C@]2(C)[C@@H](O)CC[C@@H]12
    1.9	-4	4	-10	5	-7	-44	16	-20
> CC(=O)OC1(c2ccccc2)CCN(C)C(C)C1C (configuration not stated)
    -0.1	-23	1	-4	-6	5	-1	7	-1
> CCCCn1c(=O)c(C(=O)Nc2ccccc2C)c(O)c2ccccc21
    1.1	-17	1	9	-4	-13	-25	12	-3
> CN(C)c1ccc(CCN2CCOCC2)cc1
    0.9	-6	0	-6	-3	-16	-2	3	5
> COC(=O)C1=C(c2cccc(C#N)c2)C[C@@H]2CC[C@H]1N2C(=O)N1CCc2cc(OC)c(OC)cc2C1
    -0.7	-1	4	-27	-3	-10	-12	5	-7
> Cc1oc(-c2ccccc2Cl)nc1CN1C(=O)CN=C(c2ccccc2)c2ccccc21
    11	-9	15	-17	2	14	13	-5	-11
> CC1(C)CC(=O)C2=C(C1)NC(=O)C21C(C(=O)OC(C)(C)C)=C(N)Oc2ccc(Br)cc21 (configuration not stated)
    0.7	1	0	-15	1	-20	-9	6	-1
> COCc1c(CN)cnc(C)c1N
    0.0	1	0	-1	-3	-12	-8	1	9
> CCCCCCCCCCCCn1ccc(=N)cc1
    31*	-8	1	40*	15	16	89*	-24	71*
> O=C(NCc1ccccc1)c1cccn(Cc2ccccc2)c1=O
    1.3	-2	1	-19	-4	-9	3	5	5
> O=C(NCCN1CCCCC1)c1ccc(Cl)nc1Cl
    -0.4	9	1	-4	-13	-9	9	-8	-1
> COc1ccc(-c2cc(=Nc3cccc(C(=O)O)c3)c3cc(C)ccc3o2)cc1
    4.1	-21	1	-7	-5	-18	-8	8	3
> CCCS(=O)(=O)N1CCC(C(=O)N2CCC3(CC2)OCCO3)CC1
    0.2	-11	1	-10	-3	-6	-6	10	-9
> N#CCCn1cc(C(=O)NCc2ccccc2)c(-c2ccc3c(c2)OCCO3)n1
    0.4	-2	2	-14	-2	9	12	-5	-6
> O=[N+]([O-])c1ccc(N2CC2)c([N+](=O)[O-])c1
    0.7	.	1	.	-3	1	-9	4	3
> Cc1cc(C=O)c(C)n1C(C)C
    0.1	-11	1	5	-1	-4	-2	2	-10
> CN(C)CCN=Cc1c(O)n(Cc2ccc3c(c2)OCO3)c(=S)[nH]c1=O
    0.0	2	0	-11	-2	7	-4	8	0
> COc1ccccc1N1CCN(Cc2ccc(Br)s2)CC1
    -0.3	1	-3	-14	-7	11	-6	3	-3
> O=[N+]([O-])c1c2ccccc2cc2ccccc12
    -0.8	-7	0	-37	-8	-10	-7	2	-4
> CC(=O)N(C1=NCCCS1)c1ccc(F)cc1
    0.3	-4	0	7	-7	-4	1	-3	-6
> NNc1n[nH]c(=S)n1N
    0.3	3	-1	5	-6	-10	-8	4	3
> Cc1ccc(/C=C2\C(=O)NC(=S)N(c3cccc(F)c3)C2=O)o1
    2.6	-12	1	-2	-1	-7	-11	4	-1
> CCCCCn1c(NC(=O)c2ccco2)c(C(=O)OCC)c2nc3ccccc3nc21
    1.6	-4	7	-3	-5	-4	-4	5	-11
> Cc1cc(O)c(CN2CCN(c3ccccc3)CC2)cc1C
    0.4	-7	0	-15	-5	-16	-10	-13	1
> C[N+]1(C)CCN(c2ccccc2)CC1
    3.5	-9	17	-1	-3	-2	-3	-9	-13
> N#CCCn1cc(C(=O)Nc2ccc([N+](=O)[O-])cc2)c(-c2ccccc2)n1
    2.6	-2	4	2	0	-8	0	8	3
> CS(=O)(=O)c1ccc(C2=C(CNC(=O)c3cccs3)[C@H]3CC[C@@H](C2)N3Cc2ccccc2)cc1
    0.0	.	0	.	-10	-6	-4	0	2
> Cc1nc(C)c(C(=O)NN=Cc2ccc(N(CCCl)CCCl)cc2)s1
    -0.8	.	2	.	-3	-17	-10	3	0
> COc1ccc(OC)c(CC(=O)O)c1
    0.1	2	1	7	0	-19	-5	5	7
> CC1CCC(C(=O)NC(C(=O)N2CCC3(CC2)OCCO3)C(C)C)CC1 (configuration not stated)
    0.2	-1	0	-18	-4	-10	-11	8	-4
> Cc1[nH]c2ccccc2c1C(=O)C(=O)N1CC2CC(C1)c1cccc(=O)n1C2 (configuration not stated)
    0.0	3	1	-6	-4	0	6	1	-15
> CCOC(=O)[C@]12Cc3cc(C)ccc3[C@H]1N(C)C(=O)c1ccccc12
    2.5	.	6	.	.	-3	.	.	-4
> Cc1ccc2c(c1)[C@@H]1CN(C)CC[C@@H]1N2C(=O)Nc1cccc(C(F)(F)F)c1
    2.5	-11	5	-6	0	-19	-1	3	13
> Cc1ccc(-n2c(O)c(C=NC3CCCC3)c(=O)[nH]c2=O)c(C)c1
    0.6	2	1	-13	-4	-12	-9	4	-6

More results follow.
Each structure is followed by: M1 ag parental	OXTR potentiator	M4 ag	CHO parental Ca	CHRM1 agonist	CHO-K1 Ca antag	M1 antag	CHRM1 PAM	CHRM4 antagonist
> CCCn1cc(C(=O)O)cn1
    0.5	-4	1	-3	-3	-3	-8	5	-4
> CC(=O)c1ccc(OCC(=O)N2CCCC(N3CCN(c4ccccc4C)CC3)C2)cc1 (configuration not stated)
    4.5	-3	8	-15	-5	-6	3	-2	-8
> CCOC(=O)CNC(=O)N1Cc2cc(N3CCCCC3)ccc2-n2nncc2C1
    0.2	.	0	.	-3	1	-1	-2	-5
> C[C@]1(O)CCC2C3CC[C@@H]4CC(=O)CC[C@]4(C)C3CC[C@@]21C (some centres not stated)
    0.7	-1	3	-2	-6	-17	-10	1	-2
> COC(=O)C1=C(c2ccc(-c3ccccc3)c(F)c2)C[C@@H]2CC[C@H]1N2C(=O)N1CCC(O)CC1
    0.8	-8	8	-22	-4	0	12	-4	-1
> CCCn1ncc(CN2CCCC(C(=O)c3cccc(OC)c3)C2)c1C (configuration not stated)
    0.5	-3	1	-33	-14	-5	94*	-34	55*
> COc1cccc(C(c2nnnn2-c2ccc3c(c2)OCCO3)N2CCC(n3c(=O)[nH]c4ccccc43)CC2)c1OC (configuration not stated)
    6.1	.	23	.	20*	-6	16	2	13
> CN1C(=O)C(C)(C2=CCCCC2)C(=O)NC1=S (configuration not stated)
    0.7	.	0	.	-8	-11	-6	0	-4
> O=c1[nH]c(=O)n(Cc2ccco2)c(O)c1C=NCc1ccc2c(c1)OCO2
    1.0	-6	3	-10	-5	-4	-2	3	-8
> COC(=O)c1ccc(NC(=O)CSc2nc3ccc(N4C(=O)C5C6C=CC(C6)C5C4=O)cc3s2)cc1 (configuration not stated)
    9.0	-12	20	5	3	14	44*	-25	16
> Cc1nc(SCc2c(Cl)cccc2Cl)nc(OC(=O)N(C)C)c1C
    1.5	-5	3	-33	5	-9	-2	8	6

Source: PubChem
